High-throughput results (PubChem)
CaV13 ICDI inh: Disruptors of the CACNA1D IQ motif to Ca2+-dependent inactivation inhibitor domain association, primary screening, Förster resonance energy transfer in intact living …; HEK cells, CFP/YFP FRET ICDI-IQ, plate reader, 10 min; percent FRET-ratio fall versus neutral wells; inhibition, % at 12.3 µM; 0.098% of 340,000 active; AID 743397;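 active means mean replicate inhibition of at least 30% and at least 1% of replicates passing that level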;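 further: 0% = median of the neutral control wells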
NR2E3 ag-1: activates human NR2E3 receptor | Q9Y5X4 | AID 602229 | CHO-S Gal4-NCOR/VP16-NR2E3 two-hybrid, luciferase | 0.35% of 360,000 active | inhibition of corepressor binding, % at 3.98 µM;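 active means inhibition above the mean of all tested compounds plus 3 SD, cut at about 70% in these data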;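 further: 0% = DMSO with NR2E3 transfected cells and 100% = cells lacking NR2E3 construct; higher means lower luciferase signal from less NR2E3 corepressor binding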
Target sequence (Q9Y5X4 whole entry, looked up, the tested form may be a part): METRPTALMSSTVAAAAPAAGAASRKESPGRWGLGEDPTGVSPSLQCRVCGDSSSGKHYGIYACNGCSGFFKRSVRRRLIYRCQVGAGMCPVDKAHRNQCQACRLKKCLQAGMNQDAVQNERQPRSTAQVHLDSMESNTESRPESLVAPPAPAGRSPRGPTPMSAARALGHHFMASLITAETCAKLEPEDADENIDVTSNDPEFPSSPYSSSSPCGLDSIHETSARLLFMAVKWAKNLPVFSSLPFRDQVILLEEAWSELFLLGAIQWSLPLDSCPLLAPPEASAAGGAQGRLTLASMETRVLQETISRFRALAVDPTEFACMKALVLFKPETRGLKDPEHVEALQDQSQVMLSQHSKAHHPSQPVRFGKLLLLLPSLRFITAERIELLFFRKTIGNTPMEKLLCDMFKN
Peg3 promoter: inhibitors of Peg3 promoter; HeLa PEG-Prom luciferase reporter, luminescence, overnight; inhibition, % at 20 µM; 1.7% of 360,000 active; AID 588405;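 active means inhibition of at least 50% at 20 µM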
H9c2 protect: modulators protecting cardiomyocytes from myocardial damage | AID 588492 | protection from H2O2 cell death, % at 20 µM | 0.63% of 360,000 active | H9c2 cardiomyocytes, H2O2 injury protection, ATPLite, 2 h;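 active means compounds giving at least 50% protection of heart cells from peroxide-induced death in the single-dose screen, raw or plate-pattern-corrected value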;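 further: 0% = DMSO wells with peroxide and 100% = DMSO wells without peroxide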
Shn3 inh set2: reduces Shn3 3'UTR luciferase signal in osteoblasts; AID 588674; 0.52% of 360,000 active; inhibition, % at 12.5 µM; Clone20 osteoblast Shn3 3'UTR firefly luciferase, 24 h;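 active means mean inhibition of at least 75% with every replicate also reaching 75%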;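 further: 0% = median of neutral control wells and 100% = pilot-screen positive control compound; some compounds past the cut are filed as inactive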
HTR2A ag: agonists of mouse serotonin 5-HT2A receptor (HTR2A); P35363; CHO-K1 mHTR2A beta-arrestin complementation, luminescence; percent of 30 µM serotonin response; activation, % at 7.6 µM; 0.66% of 360,000 active; AID 624169;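 active means activation above a run cutoff, the mean activation of all tested compounds plus 3 SD, cut at about 14% in these data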;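 further: 0% = plate median of compound wells and 100% = 30 µM serotonin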
TRPM1 prom inh: reduces MITF-dependent TRPM1 promoter luciferase signal; 0.83% of 330,000 active; inhibition, % at 12.5 µM; SK-MEL-5 TRPM1 promoter luciferase, 24 h;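 active means mean inhibition across replicates of 60% or more, whatever share of single replicates reaches that level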; further: values of inactives mirror those of a sister screen read the other way
NR2E3 ag-2: agonists of human nuclear receptor NR2E3 | GST-NR2E3/biotin-RetCOR TR-FRET, 1536-well | inhibition of corepressor binding, % at 4.78 µM | 0.12% of 320,000 active | AID 2300;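 active means percent inhibition above the cutoff of mean plus 3 SD of all tested compounds, set per screening campaign, cut at about 20% in these data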;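 further: 0% = DMSO wells and 100% = biotin wells as full block of FRET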
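Material – GST-tagged NR2E3 plus biotinylated RetCOR corepressor · Quantity – NR2E3 fusion 1.35 nM · Times – 5 h incubation at 4 °C · Medium – pH 7.5 Tris-based buffer · Technique – TR-FRET, Eu(K)-anti-GST donor, streptavidin-D2 acceptor, ex 340, em 617/671 nm · Benchmarks – high control biotin, low control 0.6% DMSO · Format – 1536-well plates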
PDI inh: inhibitors of human protein disulfide isomerase; P07237; PDI insulin aggregation turbidity, A650, 90 min; inhibition, % at 10 µM; 0.052% of 350,000 active;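 active means mean inhibition across replicates of 30% or more, whatever share of single replicates reach that level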;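 further: absorbance from insulin aggregation driven by PDI reduction with DTT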
Target sequence (P07237 whole entry, looked up): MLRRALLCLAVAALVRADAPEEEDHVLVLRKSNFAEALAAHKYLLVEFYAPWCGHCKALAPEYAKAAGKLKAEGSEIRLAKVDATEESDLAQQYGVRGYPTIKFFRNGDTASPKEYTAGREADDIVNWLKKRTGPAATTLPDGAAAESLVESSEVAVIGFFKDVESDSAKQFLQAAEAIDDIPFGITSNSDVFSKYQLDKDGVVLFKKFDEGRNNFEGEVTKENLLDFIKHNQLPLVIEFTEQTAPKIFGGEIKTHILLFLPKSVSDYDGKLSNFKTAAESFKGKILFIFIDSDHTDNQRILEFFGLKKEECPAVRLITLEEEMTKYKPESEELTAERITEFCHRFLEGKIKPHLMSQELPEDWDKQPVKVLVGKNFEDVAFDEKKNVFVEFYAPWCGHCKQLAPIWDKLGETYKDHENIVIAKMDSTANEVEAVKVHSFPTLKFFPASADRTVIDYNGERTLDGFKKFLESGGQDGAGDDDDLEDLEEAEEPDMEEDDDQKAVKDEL
HIF-2a inh: inhibitors of HIF-2a; 786-0 RCC cells HIF-2a reporter, luciferase luminescence, overnight; inhibition, % at 18.8 µM; 0.72% of 360,000 active;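 active means inhibition of the luminescence signal of 40% or more relative to plate controls, in a single-dose primary screen at 18.75 µM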
hiPSC survival: increases survival of single human iPS cells; hiPSC single-cell survival, ATPlite luminescence; 100% = ROCK inhibitor wells, 0% = DMSO; survival enhancement, % at 20 µM; 0.044% of 360,000 active; in the data active means survival enhancement above about 18%;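 further: cells exposed to compounds for 16 hours before the ATP read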
Active calls of the source: *; · = not tested or not shown; & = joins results of further samples.

SMILES	CaV13 ICDI inh	NR2E3 ag-1	Peg3 promoter	H9c2 protect	Shn3 inh set2	HTR2A ag	TRPM1 prom inh	NR2E3 ag-2	PDI inh	HIF-2a inh	hiPSC survival
O=C(c1csc2ccccc12)N1CCN(c2ccccn2)CC1	-7	17	14	2	-7	-2	5	0	0	-8	-3.7
COc1ccc(CCNC(=O)CN(c2cc([N+](=O)[O-])ccc2OC)S(C)(=O)=O)cc1	-2	11	14	6	13	3	1	2	10	8	-1.4
COc1ccc(C(=O)C2CCCN(C(=O)c3cccc(N(C)C)c3)C2)cc1OC (configuration not stated)	-7	-10	17	-2	-24	8	3	1	11	3	-0.2
O=C(NCN1C(=O)C2C3C=CC(C3)C2C1=O)Nc1nccs1 (configuration not stated)	·	10	8	10	7	1	6	2	10	11	-1.9
Cn1c(=O)n(C)c2cc([N+](=O)[O-])c(N3CCN(C(=O)c4ccccc4Cl)CC3)cc21	-9	30	12	-9	61	1	19	-3	12	6	-2.1
CC(C)(C)C(=O)COC(=O)c1ccccc1O	-5	3	-5	-4	-17	2	-1	-1	-2	4	-0.2
CC(=O)Nc1ccc(NC(=O)C(C)n2c3ccccc3c3nc(=O)cc(C)n32)cc1 (configuration not stated)	-4	-7	10	-5	7	-2	12	-4	1	12	1.6
O=C(COC(=O)c1ccc(Cl)c(S(=O)(=O)N2CCc3ccccc3C2)c1)Nc1ncc(Cl)cc1Cl	-2	-3	0	-2	-10	-3	-7	-1	5	22	-0.9
COc1ccc(CN2C(=O)CNC2=S)cc1	-18	19	-6	1	10	-2	-6	-1	0	3	-0.3
O=C(Nc1ncc2c(n1)CC(c1cccc(Cl)c1)CC2=O)c1ccco1 (configuration not stated)	·	3	13	3	5	10	6	0	13	7	-0.5
Cc1ccc(/C=N/n2c(-c3ccncc3)n[nH]c2=S)s1	-5	14	-8	-2	5	-6	-3	4	-2	14	-0.7
CCOc1ccc2[nH]c(=O)c(CN(Cc3ccco3)C(CC)c3nnnn3Cc3ccccc3)cc2c1 (configuration not stated)	-3	-28	29	86*	5	0	9	5	19	14	1.8
O=C(c1ccc(Br)o1)N1N=C(c2ccc(Cl)cc2)CC1c1ccco1 (configuration not stated)	-5	-21	-9	1	-111	0	-9	1	-4	-34	0.6
COc1ccc(C(=O)NCCS(=O)(=O)NCc2cccs2)cc1	-6	-37	14	-6	-5	-4	-1	-1	0	10	0.2
O=C(O)C#Cc1cccc2ccccc12	-5	4	13	17	10	5	-1	5	-5	17	0.4

One compound at a time, as listed above. Order of screens: CaV13 ICDI inh, NR2E3 ag-1, Peg3 promoter, H9c2 protect, Shn3 inh set2, HTR2A ag, TRPM1 prom inh, NR2E3 ag-2, PDI inh, HIF-2a inh, hiPSC survival
Results for `COc1ccc(CCNC(=O)CN(c2cc([N+](=O)[O-])ccc2OC)S(C)(=O)=O)cc1` = -2, 11, 14, 6, 13, 3, 1, 2, 10, 8, -1.4
Results for `O=C(O)C#Cc1cccc2ccccc12` = -5, 4, 13, 17, 10, 5, -1, 5, -5, 17, 0.4
Results for `O=C(Nc1ncc2c(n1)CC(c1cccc(Cl)c1)CC2=O)c1ccco1` (configuration not stated) = ·, 3, 13, 3, 5, 10, 6, 0, 13, 7, -0.5
Results for `O=C(NCN1C(=O)C2C3C=CC(C3)C2C1=O)Nc1nccs1` (configuration not stated) = ·, 10, 8, 10, 7, 1, 6, 2, 10, 11, -1.9

Next entries
SMILES	CaV13 ICDI inh	NR2E3 ag-1	Peg3 promoter	H9c2 protect	Shn3 inh set2	HTR2A ag	TRPM1 prom inh	NR2E3 ag-2	PDI inh	HIF-2a inh	hiPSC survival
COCCNC(=O)c1onc(CSc2cc(C)cc(C)c2)c1C(=O)NCCOC	-6	1	3	-1	1	13	-5	6	3	7	0.9
Cc1c(C)n(CCN(C)C)c2ccc(C(=O)OCCN(C)C)cc12	-9	-50	3	8	-20	-2	-16	-2	-4	14	-0.4
CN(Cc1cccs1)C(=O)CCc1c[nH]c2ccccc12	-6	-9	-60	2	-23	3	-18	-1	-8	-105	-0.5
COCCCNC(=O)c1ccc(Cn2c(=O)c3ccccc3n(Cc3ccccc3C#N)c2=O)cc1	-4	-17	54*	17	8	-1	16	0	1	13	3.0
CC(C)[C@H](NC(=O)C1CC(=O)N(c2ccc3c(c2)OCCO3)C1)C(=O)NC1CCCC1 (some centres not stated)	-14	-21	4	-2	-4	22*	1	1	-2	7	-0.3
CCC(=O)N(Cc1ccc(S(N)(=O)=O)cc1)C1CC(=O)N(c2ccc(OC)cc2)C1=O (configuration not stated)	·	-23	20	7	-1	-1	1	1	3	3	4.3
O=C(Nc1ccccc1N1CCN(C(=O)c2ccc(Cl)cc2)CC1)c1cc2ccccc2o1	-4	-13	29	15	-1	-5	12	5	11	-6	-1.5
C=CCC[C@@H](Cc1ccc(F)cc1)C(=O)OC[C@@H](NC(=O)[C@@H](CC=C)CC(=O)N[C@H](CO)Cc1ccccc1)C(C)(C)C	-5	-2	20	-1	22	1	-5	·	2	14	-0.8
O=C(NCc1ccccc1)c1cc(C2COCCN2C(=O)c2cccs2)on1 (configuration not stated)	-6	-4	0	0	5	9	·	·	-8	17	-1.5
CC(C)c1ccc(C2C3=C(CC(C)(C)CC3=O)NC3=C2C(=O)c2ccccc23)cc1 (configuration not stated)	-7	11	21	-7	23	-11	17	1	-6	-14	-0.1
Cc1ccc(Cc2cc(C)n[nH]c2=O)cc1	-4	-11	16	8	·	5	·	1	8	21	2.1
Cc1cccc(-c2nsc(SCC(=O)NCc3ccco3)n2)c1	-4	3	-81	-9	-8	-3	-4	1	2	-163	-1.5
Cn1nc(C(F)(F)F)c(/C=N/OC(=O)c2ccccc2)c1Cl	-5	-11	2	-3	5	-2	1	1	-2	-7	-0.3
COc1cccc2[nH]c3c(=O)n(CCCN4CCOCC4)cnc3c12	-1	1	5	-1	-2	0	15	-2	-2	11	-0.7
Cn1c(-c2ccccc2)c(Sc2ccccc2)c2cc(-c3ccc4[nH]ccc4c3)ccc21	-6	-6	·	·	·	1	·	·	·	0	-1.6
C/C(=N/N=C1\SCC(=O)N1c1ccccc1)c1ccc(C)cc1	-5	-27	11	-5	-68	1	9	-1	4	12	0.3
CCc1c(C)c2ccc(OCC(=O)NCC3CCC(C(=O)O)CC3)cc2oc1=O (configuration not stated)	·	-5	-2	0	2	3	4	1	·	-6	-0.5
CCN(CC)CCN=c1c(C)nc(C#N)c(N)n1O	-6	-5	9	-2	-6	4	·	·	10	10	-0.6
C=C1C(=O)[C@]23C[C@H]1CCC2[C@@]1(C)C(C[C@@H]3O)[C@](C)(C(=O)OC)CC[C@@H]1OC(C)=O (some centres not stated)	-5	-10	102*	-15	98*	-2	·	·	·	98*	15
N/C(=N\OC(=O)c1ccc(F)cc1)c1nonc1N	-13	-19	-20	-1	-7	0	-3	-4	-6	-31	1.3
Cc1cccc(S(=O)(=O)N2CCn3cccc3C2C)c1 (configuration not stated)	-3	-13	4	-8	11	2	6	1	-3	2	2.1
O=C(CCNS(=O)(=O)c1ccc(Br)cc1)Nc1cccc(F)c1	-3	-22	0	-4	-13	1	-1	5	4	15	-0.1
C=CCN(C(=O)CCC(=O)Nc1cc(C)on1)C(C(=O)NC1CCCC1)c1ccc(CC)cc1 (configuration not stated)	-3	18	16	-6	-6	-4	11	3	0	12	0.0
Cc1ccccc1OCc1nnc(SCC(=O)N2CCc3ccccc32)n1C	-4	2	-5	0	-10	7	0	2	-8	-2	3.4
COc1ccccc1NC(C#N)c1ccccc1OCc1ccccc1 (configuration not stated)	-4	-3	-35	-9	-13	-3	-16	0	-4	1	1.2
CC(=O)Nc1ccc(C(=O)OCC(=O)Nc2ccccc2F)cc1	-1	-35	4	1	-4	2	2	3	-4	14	-0.4
O=C(Cc1ccccc1)Nc1ccc(NC(=O)C2CCCCC2)nc1	0	-12	-4	1	1	-6	6	2	-1	1	-0.3
COc1cccc(-c2nn(-c3ccccc3)cc2/C=C(\C#N)C(=O)NCCCn2ccnc2)c1	-3	-13	-42	36	-29	-7	-16	-1	-21	-22	0.5
CC(C)C[C@@]12C(=O)N(c3cccc(Br)c3)C(=O)N1[C@H](c1ccc(Cl)cc1)[C@@H]1C(=O)N(C3CCCCC3)C(=O)[C@@H]12	-12	21	-12	-3	13	2	2	7	6	-2	-2.9
COc1ccc(-c2nnc(SCc3ccccc3F)o2)cc1	-2	-176	-225	-19	-33	-3	-58	-3	-1	-181	-1.5
COc1ccc(S(=O)(=O)N2CCCC2C(=O)NCC(=O)Nc2cccc(Cl)c2C)cc1 (configuration not stated)	-3	-32	8	-2	16	5	-1	7	14	0	-0.6
CNS(=O)(=O)c1cccc(C(=O)OCC(=O)N2CCN(C(=O)c3ccco3)CC2)c1	-3	-1	-3	3	6	1	6	·	8	7	-0.6
O=C(c1ccc(Br)cc1)N1CCN(S(=O)(=O)c2ccccc2)CC1	-3	-20	15	-2	-26	-2	·	1	·	18	0.0
CN(C)S(=O)(=O)c1cccc(NC(=O)CN(CCO)CC(=O)Nc2cccc(S(=O)(=O)N(C)C)c2)c1	-18	-29	2	-9	-12	4	-14	-2	-3	16	-0.1
Cc1cccc(N2CCN(CC(=O)NCc3ccc(Cl)cc3)CC2)c1C	-2	-13	19	4	3	-6	-3	6	6	7	0.1
N#Cc1nc(-c2ccc(OCc3ccccc3)cc2)oc1N1CCC(C(N)=O)CC1	·	-11	21	-8	11	7	-16	4	6	27	3.9
NNC(=O)CCN1CCN(C(c2ccccc2)c2ccccc2)CC1	-6	-19	6	-3	10	-6	12	5	1	13	-1.9
COc1ccc(Cc2nnc(NC(=O)Nc3ccccc3F)s2)cc1OC	-3	-3	37	-6	-10	2	5	-1	2	13	-0.8
O=C(Cc1ccccc1[N+](=O)[O-])NCCSCc1c(F)cccc1Cl	-5	-11	-20	-5	-22	5	-12	2	5	-43	-2.9
COCC(=O)N1CCC(c2nc3ccccc3[nH]2)CC1	-7	16	5	4	10	-5	·	·	-1	7	-0.6
Cc1cc2n(n1)C(c1ccccc1)CC(c1ccc(Br)cc1)=N2 (configuration not stated)	·	-85	-71	-9	2	1	-25	0	3	-130	-2.6
CCN1C(=O)/C(=C/c2ccc(OCc3ccc(C(=O)O)cc3)c(Cl)c2)NC1=S	-20	-40	-7	19	3	6	-10	2	-9	1	0.6
CCOC(=O)/C(=C\c1ccccc1)C(=O)CCN1CCOCC1	-6	-38	97*	-15	21	1	84*	·	1	10	-2.1
CCOc1cc(C2C(C(=O)c3ccco3)=C(O)C(=O)N2CC2CCCO2)ccc1O (configuration not stated)	-2	-16	-8	0	10	-1	-1	1	-2	11	-0.2
CSc1ccccc1NC(=O)c1cc(C)on1	-8	-18	-28	8	-8	-4	5	1	2	-47	0.5
Cc1ccc(C(=O)Nc2cccc(C(F)(F)F)c2)cc1Nc1cncnc1	-3&9	-2&10	18&-18	31&12	19&11	-3&-9	-14	-2	0&7	9&-94	7.5&2.2
